PABP1 MLLE inh: inhibitors of PABP1 MLLE–PAM2 peptide binding, primary screen, biochemical, fluorescence polarization, FITC-PAM2, GST-MLLE; Polyadenylate-binding protein 1 (Homo sapiens), P11940; inhibition, % at 20 µM; 0.36% of 360,000 active; AID 588489, 2011; in the data active means inhibition above about 35%, passing the limit was not always enough;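 further: plate controls were DMSO wells with GST-MLLE for no effect and wells lacking GST-MLLE protein for full effect; some results filed as inactive read as strong as hits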
Rin1-Abl PPI inh: inhibitors of Rin1-Abl protein binding, primary screen, biochemical, TR-FRET; inhibition, % at 7.35 µM; 0.4% of 360,000 active; AID 588664, 2011; Tyrosine-protein kinase ABL1 (Homo sapiens) + Ras and Rab interactor 1 (Homo sapiens), …; in the data active means inhibition above about 5%, passing the limit was not always enough
FAS-TE inh: FAS thioesterase domain inhibitors, primary screen, biochemical, fluorescence intensity, uHTS | Fatty acid synthase (Homo sapiens), P49327 | recombinant FAS-TE, OMFH fluorogenic substrate, fluorescence endpoint | inhibition, % at 15 µM | 0.67% of 360,000 active | AID 602261, 2012;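 active means compounds whose normalised, plate-corrected inhibition of enzyme fluorescence in the single-dose primary screen is 50% or more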;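 further: 0% = DMSO with enzyme and 100% = substrate without enzyme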
Target sequence (P49327 whole entry, looked up, the tested form may be a part): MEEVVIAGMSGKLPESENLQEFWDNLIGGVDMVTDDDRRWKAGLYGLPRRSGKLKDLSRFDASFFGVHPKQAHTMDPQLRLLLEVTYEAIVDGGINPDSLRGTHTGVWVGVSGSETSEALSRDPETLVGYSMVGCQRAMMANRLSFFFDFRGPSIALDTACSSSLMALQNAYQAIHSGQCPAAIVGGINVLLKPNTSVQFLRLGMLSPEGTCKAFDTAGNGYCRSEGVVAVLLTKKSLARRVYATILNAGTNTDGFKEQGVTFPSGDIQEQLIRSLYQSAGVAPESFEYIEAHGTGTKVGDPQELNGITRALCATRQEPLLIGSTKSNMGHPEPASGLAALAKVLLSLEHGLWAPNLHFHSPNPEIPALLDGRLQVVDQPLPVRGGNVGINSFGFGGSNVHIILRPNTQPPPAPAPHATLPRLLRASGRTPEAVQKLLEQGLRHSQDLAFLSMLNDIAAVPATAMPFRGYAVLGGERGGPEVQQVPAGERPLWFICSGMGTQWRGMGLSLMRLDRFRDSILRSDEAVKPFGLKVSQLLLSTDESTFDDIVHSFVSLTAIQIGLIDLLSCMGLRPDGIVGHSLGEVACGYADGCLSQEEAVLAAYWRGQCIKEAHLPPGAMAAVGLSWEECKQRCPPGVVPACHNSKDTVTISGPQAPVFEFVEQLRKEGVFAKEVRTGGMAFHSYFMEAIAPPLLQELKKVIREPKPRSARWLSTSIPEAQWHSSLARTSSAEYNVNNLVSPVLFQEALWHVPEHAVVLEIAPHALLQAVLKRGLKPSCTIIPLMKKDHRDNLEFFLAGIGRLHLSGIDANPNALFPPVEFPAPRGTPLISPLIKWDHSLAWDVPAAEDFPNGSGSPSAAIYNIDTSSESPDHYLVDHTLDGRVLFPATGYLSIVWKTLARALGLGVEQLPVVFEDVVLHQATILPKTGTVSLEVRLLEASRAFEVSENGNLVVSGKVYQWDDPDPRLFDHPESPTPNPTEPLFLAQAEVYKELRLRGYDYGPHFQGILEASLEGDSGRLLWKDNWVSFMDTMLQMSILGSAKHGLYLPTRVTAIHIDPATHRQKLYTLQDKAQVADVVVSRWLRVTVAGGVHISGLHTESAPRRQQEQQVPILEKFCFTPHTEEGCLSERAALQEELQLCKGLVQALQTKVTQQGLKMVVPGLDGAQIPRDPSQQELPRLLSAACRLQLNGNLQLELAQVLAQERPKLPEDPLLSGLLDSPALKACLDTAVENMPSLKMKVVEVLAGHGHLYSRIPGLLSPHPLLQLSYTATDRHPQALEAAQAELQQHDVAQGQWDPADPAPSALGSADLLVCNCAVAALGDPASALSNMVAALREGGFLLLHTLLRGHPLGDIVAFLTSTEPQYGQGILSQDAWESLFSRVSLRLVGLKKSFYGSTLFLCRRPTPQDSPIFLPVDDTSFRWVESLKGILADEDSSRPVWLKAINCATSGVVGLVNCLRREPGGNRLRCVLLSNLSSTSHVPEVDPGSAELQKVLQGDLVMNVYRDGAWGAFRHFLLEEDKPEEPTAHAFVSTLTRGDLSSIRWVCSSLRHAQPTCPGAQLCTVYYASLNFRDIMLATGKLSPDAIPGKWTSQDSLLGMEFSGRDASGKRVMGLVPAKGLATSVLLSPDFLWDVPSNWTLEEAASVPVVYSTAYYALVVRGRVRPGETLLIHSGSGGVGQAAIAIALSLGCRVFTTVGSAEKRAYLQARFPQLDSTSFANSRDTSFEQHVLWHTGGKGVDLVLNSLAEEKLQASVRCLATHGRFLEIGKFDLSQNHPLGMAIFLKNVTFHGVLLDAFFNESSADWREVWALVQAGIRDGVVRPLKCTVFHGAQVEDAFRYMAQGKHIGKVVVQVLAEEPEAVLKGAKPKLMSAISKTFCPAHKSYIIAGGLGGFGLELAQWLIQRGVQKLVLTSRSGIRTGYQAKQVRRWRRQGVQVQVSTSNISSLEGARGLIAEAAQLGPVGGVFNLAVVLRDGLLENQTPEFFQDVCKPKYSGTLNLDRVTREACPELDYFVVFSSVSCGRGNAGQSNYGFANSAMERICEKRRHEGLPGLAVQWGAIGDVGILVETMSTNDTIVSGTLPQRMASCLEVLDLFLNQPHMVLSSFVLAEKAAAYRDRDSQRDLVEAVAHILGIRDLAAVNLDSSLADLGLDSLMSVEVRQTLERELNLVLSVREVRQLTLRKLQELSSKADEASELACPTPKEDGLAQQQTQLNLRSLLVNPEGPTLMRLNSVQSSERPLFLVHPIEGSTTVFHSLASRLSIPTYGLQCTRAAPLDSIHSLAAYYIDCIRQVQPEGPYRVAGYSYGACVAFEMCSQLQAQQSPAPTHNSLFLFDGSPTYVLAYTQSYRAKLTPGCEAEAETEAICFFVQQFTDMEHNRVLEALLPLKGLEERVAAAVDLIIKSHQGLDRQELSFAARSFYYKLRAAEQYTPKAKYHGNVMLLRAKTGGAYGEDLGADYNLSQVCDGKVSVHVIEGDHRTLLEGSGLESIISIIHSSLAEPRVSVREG
CSN inh: inhibitors of CSN-mediated cullin deneddylation, primary screen, biochemical, fluorescence polarization, uHTS. COP9 signalosome complex subunit 5 (Homo sapiens), Q92905. Purified CSN, SCF-Nedd8-OG deneddylation. inhibition, % at 12.5 µM. 0.38% of 360,000 active;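 active means pattern-corrected inhibition above about 35%, with an unprinted fluorescence ratio check between 0.5 and 1.5, limit read from the data, passing the limit was not always enough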;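 further: 0% = enzyme with substrate and 100% = substrate without enzyme; some results filed as inactive read as strong as hits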
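Assay system: HEK293T-derived human Csn5 enzyme; quantity: 0.24 nM enzyme; medium: Tris/NaCl/DTT buffer, pH 7.5; also added: substrate SCFSkp2-Nedd8OG, 10 nM; doses: 12.5 µM compound; schedule: 90 min reaction at room temperature; signal: FP; read-out: % inhibition of substrate cleavage by Csn5; benchmarks: substrate-only high control, full reaction low control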
Neddyl block: inhibitors of cullin neddylation, primary screen, biochemical, TR-FRET, uHTS, NAE and Ubc12; NEDD8-conjugating enzyme Ubc12 (Homo sapiens) + NEDD8-activating enzyme E1 regulatory …; calls only at 25 µM; 0.58% of 360,000 active; AID 651699, 2012; in the data active means inhibition above about 36%
Tb MetRS inh: T. brucei MetRS inhibitors, primary screen, biochemical, luminescence | inhibition, % at 11.9 µM | purified T. brucei MetRS, ATP depletion, Kinase-Glo luminescence | 0.4% of 360,000 active | AID 624268, 2012;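 active means inhibition above a per-plate cutoff of the control wells' mean inhibition plus 3 SD, cut at about 5.5% in these data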;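 further: 0% = DMSO wells median and 100% = median of wells with control inhibitor compound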
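Measured by: Kinase-Glo luciferase luminescence reporting remaining unconsumed ATP. Material: purified T. brucei MetRS enzyme. Doses: 11.9 µM compound single dose, 0.9% DMSO. Medium: HEPES buffer containing pyrophosphatase, BSA, spermine, DTT. Times: 15 min preincubation, 2 h reaction, all 25 °C. Reagent: methionine, ATP and bulk E. coli tRNA.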
MsrA inh: bovine MsrA enzyme inhibitors, primary screen, biochemical, absorbance, HTS | Methionine sulfoxide reductase A (Bos taurus) | purified bovine MsrA, absorbance read-out | inhibition, % at 15.5 µM | 0.75% of 360,000 active; in the data active means inhibition above about 4.5%;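 further: 0% = vehicle wells with enzyme and 100% = reference inhibitor wells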
bovine MsrA act: bovine MsrA enzyme activators, primary screen, biochemical, absorbance, HTS | Methionine sulfoxide reductase A (Bos taurus) | purified bovine MsrA, absorbance read-out | activation, % at 10.6 µM | 0.3% of 360,000 active; in the data active means activation above about 7.5%;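 further: 0% = vehicle and 100% = reference activator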
E coli Lon inh: inhibitors of E. coli Lon protease, primary screen, biochemical, fluorescence polarization. purified E. coli Lon protease. P0A9M0. 0.42% of 360,000 active. inhibition, % at 7.94 µM; in the data active means inhibition above about 13%, passing the limit was not always enough;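 further: 0% = enzyme with probe and DMSO and 100% = no enzyme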
The depositor's hits bear a star; i = inactive; . = no result given; + = active, no number.

1	COc1ccc([C@H]2CC(=O)C=C(c3cccc4c3Oc3ccccc3S4)C2)cc1OC
2	Cc1nc2nc(C(F)(F)F)[nH]c2nc1C
3	CN(C)S(=O)(=O)c1ccc(C(=O)NC(=O)CSc2nnnn2C)cc1
4	CCC(C)(C)n1nnnc1C(c1cc2ccc(OC)cc2[nH]c1=O)N1CCN(C2CCCCC2)CC1 (stereo not drawn)
5	C/C(=N\NC(=O)c1cccc(Br)c1)c1cccnc1
6	CCN1CCc2c(sc(NC(=O)COc3ccccc3)c2C(=O)OC)C1
7	COC(=O)c1ccccc1NC(=O)CSc1nnc(CNS(=O)(=O)c2ccc(C)cc2)n1C
8	CCOc1cc2[nH]c(=S)n(Cc3ccc(C(=O)NCC(OC)OC)cc3)c(=O)c2cc1OCC
9	CCC1Oc2ccccc2N(Cc2ccccc2C)C1=O (stereo not drawn)
10	CCCOC(=O)c1ccc(NC(=O)c2cc(Cl)ccc2OC)cc1

Screen / compound no.	1	2	3	4	5	6	7	8	9	10
PABP1 MLLE inh	1	2	-17	-3	4	-6	-4	-108	-8	15
Rin1-Abl PPI inh	0	4	-1	3	5	0	3	-3	-1	-6
FAS-TE inh	25	-9	-3	0	-5	2	-1	-24	11	17
CSN inh	4	0	2	-2	-4	-2	-6	-4	-5	-8
Neddyl block	i	i	i	i	i	i	i	i	i	i
Tb MetRS inh	-0.2	0.1	0.7	0.2	-0.6	0.2	-1.6	-0.5	-0.9	-0.7
MsrA inh	0.2	0.8	-0.2	3.2	0.8	0.2	0.7	1.5	-1.5	0.3
bovine MsrA act	-2	1	-2	-2	-4	-2	-6	1	-11	-2
E coli Lon inh	-8	-3	1	-4	-1	0	0	3	-1	1

11	CC(C)(C)NC(=O)COC(=O)c1ccc(Cl)c(S(N)(=O)=O)c1
12	COc1ccc(OC)c(NC(=O)CCCC(=O)NC2CCCCC2)c1
13	CC(=O)Nc1ccc(S(=O)(=O)N2CCC(N3CCCCCC3)CC2)cc1
14	Cc1c(C(=O)N2CCCc3ccccc32)oc2ccccc12
15	COCc1nnc(NC(=O)c2ccc(S(=O)(=O)N(CC(C)C)CC(C)C)cc2)o1
16	O=C(Nc1ccc([N+](=O)[O-])cc1)C1C(c2ccccc2)=C1c1ccccc1
17	CC[N+]1(C)[C@@H]2CC[C@H]1CC(OC(=O)[C@H]1CCC(C(=O)OC3C[C@H]4CC[C@@H](C3)[N+]4(C)CC)(c3ccccc3)c3ccccc31)C2 (stereo partly drawn)
18	Cn1c(NC(=O)c2ccc(C(C)(C)C)cc2)cc(=O)n(C)c1=O
19	CC(C)C[C@@H]1NC(=O)[C@H](Cc2ccccc2)N(C)C(=O)[C@H](C)NC(=O)c2ccccc2NC(=O)[C@H](Cc2ccc(O)cc2)N(C)C1=O
20	CCCCNC(=S)NNC(=O)c1csc(CC)c1

Screen / compound no.	11	12	13	14	15	16	17	18	19	20
PABP1 MLLE inh	7	-8	0	-2	-6	-12	-3	-10	-1	-29
Rin1-Abl PPI inh	0	0	3	1	-2	-1	3	2	2	1
FAS-TE inh	-5	-3	-5	14	-3	23	-3	-38	42	-7
CSN inh	-5	1	4	2	1	4	-4	-1	2	0
Neddyl block	i	i	i	i	i	i	i	i	i	i
Tb MetRS inh	-0.8	-0.9	-0.7	0.8	-0.9	-0.6	-1.7	-0.9	-1.7	-0.1
MsrA inh	0.0	1.1	0.3	10*	-0.2	1.4	-0.6	0.1	0.6	1.6
bovine MsrA act	-7	-8	-3	-5	-2	-1	-7	-7	-6	-2
E coli Lon inh	-3	6	-4	-8	0	-2	0	-11	4	-2

Entries above containing a tert-butyl group:
11	CC(C)(C)NC(=O)COC(=O)c1ccc(Cl)c(S(N)(=O)=O)c1
18	Cn1c(NC(=O)c2ccc(C(C)(C)C)cc2)cc(=O)n(C)c1=O

Screen / compound no.	11	18
PABP1 MLLE inh	7	-10
Rin1-Abl PPI inh	0	2
FAS-TE inh	-5	-38
CSN inh	-5	-1
Neddyl block	i	i
Tb MetRS inh	-0.8	-0.9
MsrA inh	0.0	0.1
bovine MsrA act	-7	-7
E coli Lon inh	-3	-11

(listing goes on)
21	CCOC(=O)c1ccc(NC(=O)/C=C/c2cccs2)cc1
22	NS(=O)(=O)c1ccc(NC(=O)c2cccc(N3C(=O)c4ccccc4C3=O)c2)cc1
23	COc1cccc(CN2C(=O)C(C)N(C(=O)c3c(F)cccc3F)c3ccccc32)c1 (stereo not drawn)
24	Cc1cc(C(=O)Nc2ccc(C)c(S(=O)(=O)N3CCOCC3)c2)c2ccccc2n1
25	COc1cc2c(c(O)c1OC)C(=O)C(OC)CCC2 (stereo not drawn)
26	OC(CNCC#Cc1ccccc1)c1ccccc1 (stereo not drawn)
27	Cc1noc(C)c1NC(=O)N(C)C[C@H]1Oc2c(NC(=O)c3ccncc3)cccc2C(=O)N([C@H](C)CO)C[C@@H]1C
28	COc1cccc(C2CNC3(CCCC(C)C3)c3[nH]c4ccccc4c32)c1OC (stereo not drawn)
29	COc1cccc(CCNC(=O)COc2cccc3c2OC(C)(C)C3)c1
30	Cc1cc(C)c(OCC(=O)Nc2nnc(C3CC3)s2)c(C)c1

Screen / compound no.	21	22	23	24	25	26	27	28	29	30
PABP1 MLLE inh	0	-28	-11	-67	0	4	-48	10	10	5
Rin1-Abl PPI inh	3	-2	-1	-1	1	0	4	2	2	-2
FAS-TE inh	18	0	13	-5	-5	-4	-3	9	0	-2
CSN inh	-11	33	3	-4	1	1	-1	3	3	-1
Neddyl block	i	i	i	i	i	i	i	i	i	i
Tb MetRS inh	-0.4	1.0	-0.1	0.1	-0.4	1.0	-0.1	-0.7	-0.4	-0.4
MsrA inh	3.3	-1.3	0.7	-0.6	2.2	-0.8	-0.3	-0.2	-0.2	-0.1
bovine MsrA act	-8	-3	-1	-1	-7	-4	-9	-1	-3	-3
E coli Lon inh	-2	-1	-4	-8	-2	0	9	-3	-5	0

31	Cn1c(=O)n(CCOc2ccccc2Cl)c2ccccc21
32	CCC(C)C(=O)Nc1cc(C(=O)OC)cc(C(=O)OC)c1 (stereo not drawn)
33	Fc1ccc(-n2nnc(-c3ccccc3Cl)n2)cc1
34	CCOC(=O)[C@]12CCCC=C1N(Cc1ccccc1)C(=O)[C@H](CC(=O)NCCc1ccccc1OC)C2
35	O=C(Nc1ccc2c(c1)CCC2)c1ccc(Br)o1
36	COc1ccc(/C=N\NC(=O)COc2ccc(Cl)cc2Cl)c(C(=O)O)c1OC
37	NC(CSCc1ccccc1)C(=O)Nc1ccc([N+](=O)[O-])cc1 (stereo not drawn)
38	COc1ccc2cc(C(=O)C3CCCN(C(=O)c4cnn(C(C)C)c4)C3)ccc2c1 (stereo not drawn)
39	Oc1ccccc1/C=N/Nc1ccccc1
40	CCc1cc(=O)[nH]c(SCC(=O)Nc2cc(C)on2)n1

Screen / compound no.	31	32	33	34	35	36	37	38	39	40
PABP1 MLLE inh	7	-7	-6	.	-14	-9	5	3	34	2
Rin1-Abl PPI inh	-3	-2	0	.	-3	-1	2	-10	0	-2
FAS-TE inh	7	-6	0	.	5	-10	33	2	14	-7
CSN inh	0	1	8	-7	4	-1	0	-4	1	-1
Neddyl block	i	i	i	i	i	i	i	.	i	i
Tb MetRS inh	-1.4	-0.5	0.1	0.8	-1.2	0.8	-0.3	0.0	-0.8	-0.3
MsrA inh	-0.1	-0.6	0.1	-1.5	0.0	-0.2	.	0.4	1.7	0.2
bovine MsrA act	-3	-1	-4	.	-1	-4	-9	-3	-2	-2
E coli Lon inh	5	1	-10	.	-6	-24	-8	-9	-9	1

MsrA inh, what is marked active above
| item | Compound | PABP1 MLLE inh | Rin1-Abl PPI inh | CSN inh | Neddyl block | Tb MetRS inh | MsrA inh | bovine MsrA act | E coli Lon inh |
| --- | --- | --- | --- | --- | --- | --- | --- | --- | --- |
| 14 | Cc1c(C(=O)N2CCCc3ccccc32)oc2ccccc12 | -2 | 1 | 2 | i | 0.8 | 10* | -5 | -8 |

(listing goes on)
41	O=C(COc1ccc(/C=N/NC(=O)CSCc2ccc([N+](=O)[O-])cc2)cc1)NCc1ccco1
42	Cc1csc(=O)n1CC(=O)OCC(=O)NC(C)c1ccc(F)cc1 (stereo not drawn)
43	CC(C)(C)S(=O)(=O)N1C[C@H]2C(=CC[C@@H]3C(=O)N(c4ccccc4)C(=O)[C@@H]32)[C@H]1CCO
44	NS(=O)(=O)c1cc(C(=O)OCC(=O)NC2CCCCCCC2)ccc1Cl
45	COc1ccc(COc2cccnc2N)cc1
46	O=C(COC(=O)Cc1ccc(F)cc1)NCc1ccco1
47	COc1ccc(S(=O)(=O)Nc2cccc3c2O[C@H](CN(C)Cc2ccc(Oc4ccccc4)cc2)[C@@H](C)CN([C@H](C)CO)C3=O)cc1
48	Cc1ccc(-n2nc3ccc(N)cc3n2)cc1Cl
49	CS(=O)(=O)c1ccc(Cl)c(NC(=O)Cc2ccsc2)c1
50	Cc1nn(C)c(C)c1S(=O)(=O)Nc1ccc2c(c1)OCO2
51	CC(C)Cn1nc(NC(=O)c2ccco2)c2cc3ccccc3nc21

Screen / compound no.	41	42	43	44	45	46	47	48	49	50	51
PABP1 MLLE inh	17	14	-5	-17	-9	-12	-2	-2	-17	-2	-8
Rin1-Abl PPI inh	-2	0	-1	0	-2	-5	3	-3	5	-2	-5
FAS-TE inh	2	-3	-6	2	-4	-7	27	2	-4	-6	7
CSN inh	-8	-3	-3	-1	2	3	-4	-2	1	0	7
Neddyl block	i	i	i	i	i	i	i	.	i	i	+
Tb MetRS inh	-0.5	-0.1	-0.4	-0.2	0.6	-0.2	-0.2	-1.5	-0.5	-0.7	0.2
MsrA inh	0.8	0.5	-1.0	-0.8	-1.5	1.9	-0.4	-0.1	1.2	1.1	0.0
bovine MsrA act	-4	-2	-2	0	0	1	2	0	-3	-5	-4
E coli Lon inh	6	-13	-2	-8	-1	0	-9	4	1	-2	8
